GALK inh: inhibitors of human galactokinase. P51570. Purified GALK, Kinase-Glo residual ATP luminescence. Potency, µM (highest dose often 57.5 µM), inactives show at the highest dose activity change, negative = inhibition, hits mostly inhibitors. hit rate 0.007% among 270,000; note: potency is the fitted concentration of half-maximal effect; % is set by controls: 0 for no effect and ±100 for the full control effect
Target sequence (P51570 whole entry, looked up): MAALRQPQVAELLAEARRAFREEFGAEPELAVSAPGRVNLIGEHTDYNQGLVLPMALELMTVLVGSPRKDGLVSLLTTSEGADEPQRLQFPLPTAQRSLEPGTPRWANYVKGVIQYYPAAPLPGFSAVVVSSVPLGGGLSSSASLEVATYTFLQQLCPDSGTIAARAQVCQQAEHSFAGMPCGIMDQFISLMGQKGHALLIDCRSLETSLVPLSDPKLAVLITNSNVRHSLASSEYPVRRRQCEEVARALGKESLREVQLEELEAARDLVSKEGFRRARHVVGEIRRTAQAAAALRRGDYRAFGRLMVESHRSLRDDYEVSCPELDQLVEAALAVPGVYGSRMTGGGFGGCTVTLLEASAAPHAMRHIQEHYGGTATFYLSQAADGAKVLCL
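Quantitative HTS: GALK 5 nM, ATP 35 uM, galactose 100 uM, 1 h room temperature, then luciferase-based ATP detection.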
A-T KAP1 phos: potential ataxia-telangiectasia treatment; Potency, µM (series often up to 57.5 µM), inactives show at the highest dose activation, actives largely listed as activators; hit rate 0.19% among 320,000; […] A-T fibroblasts, KAP-1 phosphorylation AlphaLISA; neocarzinostatin DNA damage 30 min before lysis; note: potency is the fitted concentration of half-maximal effect; % of control where 0% means no effect; nearly all actives have a fitted effect of over 45% in size
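hTERT-immortalized A-T patient fibroblasts ([…]), 500 cells/well in OPTI-MEM, 1% FBS, got compounds for 60 min, then NCS for 30 min at 37C. Lysates were then assayed for phospho-KAP-1 by AlphaLISA (anti-pKAP1 donor, anti-KAP1 acceptor beads), 6 hr at 25C.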
KCNH2 3.1 inh: blocks the human KCNH2 3.1 channel isoform | U2OS KCNH2 3.1, thallium flux FluxOr; active compounds read low | activity change, % (tested at about 1.8 µM) | hit rate 0.95% among 340,000;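 active = maximum activity change below -70%; inconclusive = maximum activity change from -70% to -50%; inactive = maximum activity change above -50%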;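 note: thallium influx rate constant from kinetic fluorescence after stimulation buffer; % is set by controls: 0 for no effect and ±100 for the full control effect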
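Channel expression came from 3.1 mutant virus (1.77 x 10^8 /mL) applied to suspended U2OS cells for 4 h. Flux was tracked with FluxOr dye plus Red40 quencher, and kinetic rate constants normalized to controls.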
TRPV1 agonist: activates the human vanilloid receptor TRPV1 | hit rate 0.19% among 320,000 | TRPV1-expressing cells, Fluo-8 calcium influx, agonist mode | activation, % at 8.33 µM; in the data active = activation above about 80%; inconclusive = between about 30% and that limit; note: 0% is about no effect
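Fluo-8 calcium influx in TRPV1-expressing cells, kinetic read (ex 480/em 520 nm). Compound added and read 3 min for agonist activity, followed by capsaicin at EC20 final and 2 min further read for enhancement.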
hERG WT inh: inhibitors of human wildtype KCNH2 potassium channel | Q12809 | U2OS, BacMam KCNH2, thallium flux FluxOr; active compounds read low | hit rate 0.37% among 340,000 | activity change, % at 1.84 µM | AID 720551;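 active = maximum activity change below -70%; inconclusive = maximum activity change between -70% and -50%; inactive = maximum activity change above -50%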; note: % is set by controls: 0 for no effect and ±100 for the full control effect
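U2OS cells were transduced with wild-type KCNH2 virus (2.03 x 10^8 / mL) for 4 h at room temperature, then cultured overnight at 37 C. Thallium flux was read with FluxOr dye. Rate constants were normalized to DMSO controls.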
MLL CXXC-DNA inh: inhibitors of human MLL CXXC domain-DNA interaction; MLL-CXXC / FITC-HOXA9 DNA fluorescence polarization; Potency, µM (highest dose often 115 µM), without a hit: at the highest dose activity change, negative = inhibition, usual class: inhibitors; hit rate 0.037% among 290,000; AID 2662; active = well fitted inhibition curve with a large enough effect in the polarisation, with a control signal flat, not every such curve was filed as active; inconclusive = small, poorly fitted or top-dose-only effect, or effect the other way, or a change in a side signal; inactive = no such curve, though single readings can be large or run the other way; the % refers to the polarisation; note: potency is the fitted concentration of half-maximal effect
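Steps: dispense CXXC domain solution (7 uM) → pin compounds or unlabeled HOX-A9 DNA control → 5 min ambient → add FLSN-HOX-A9 solution (50 nM) → spin → 30 min ambient → fluorescence polarization. Tris pH 7.5/NaCl/DTT/BSA buffer.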
MBNL1-CUG inh: inhibitors of human MBNL1 binding to CUG repeat RNA; TR-FRET MBNL1-His/biotin-(CUG)12 binding, 665/545 ratio; Potency, µM (doses to about 57.5 µM), inactives show at the highest dose activity change, negative = inhibition, usual class: inhibitors; hit rate 0.036% among 280,000; AID 2675; active = well fitted inhibition curve with a large enough effect in the signal ratio, with a control signal flat, not every such curve was filed as active; inconclusive = small, poorly fitted or top-dose-only effect, or effect the other way, or a change in a side signal; inactive = no such curve, though single readings can be large or run the other way; the % refers to the signal ratio; note: potency is the fitted concentration of half-maximal effect; % is set by controls: 0 for no effect and ±100 for the full control effect
Target sequence (Q9NR56 whole entry, looked up): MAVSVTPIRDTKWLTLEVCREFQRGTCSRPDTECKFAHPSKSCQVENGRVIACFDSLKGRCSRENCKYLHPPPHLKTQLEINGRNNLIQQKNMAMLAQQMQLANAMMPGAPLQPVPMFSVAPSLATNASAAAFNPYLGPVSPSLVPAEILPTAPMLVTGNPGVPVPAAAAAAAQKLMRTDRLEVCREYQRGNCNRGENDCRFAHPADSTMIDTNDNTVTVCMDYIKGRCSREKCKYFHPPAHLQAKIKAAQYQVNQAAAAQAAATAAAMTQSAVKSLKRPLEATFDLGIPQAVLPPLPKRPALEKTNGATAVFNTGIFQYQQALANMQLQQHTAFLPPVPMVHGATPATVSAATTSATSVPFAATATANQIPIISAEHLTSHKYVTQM
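His-tagged MBNL1 binding to biotinylated (CUG)12 RNA was measured by TR-FRET using terbium anti-His antibody (0.055 ng/ul final) and streptavidin-XL665 (5 nM final). Compounds were titrated 92 nM to 58 uM; 60 min at room temperature.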
S-ASM inh: blocks human secretory acid sphingomyelinase; hit rate 0.006% among 340,000; placental ASM, HMU-PC fluorogenic substrate, 60 min; P17405; Potency, µM (series often up to 57.5 µM), without a hit: at the highest dose activity change, negative = inhibition, hits mostly inhibitors; note: potency is the fitted concentration of half-maximal effect
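Human placenta-derived ASM preincubated with compound 10 min at room temperature, then reacted with 9 uM (final) fluorogenic HMU-PC substrate for 60 min at 37 C. Stop solution raises pH to 10; fluorescence read at Ex 386/Em 447 nm.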
Integrin act MD: integrin-mediated muscular dystrophy alleviation activation | alpha7betagal myoblasts, beta-gal FDG fluorescence, 48 h | Potency, µM (series often up to 38.3 µM), inactives show at the highest dose activation, usual class: activators | hit rate 0.064% among 350,000 | AID 624291;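 note: potency is the fitted concentration of half-maximal effect; 100% = response of the positive control SU9516; nearly all actives have a fitted effect of over 60% in size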
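alpha7betagal+/- myoblasts (passage 13, 250/well) treated 48 h at 37C with compounds at 1:260 dilution of DMSO stock. Lysed, then beta-galactosidase activity read as FDG fluorescence (ex 480/em 540) after 30 min, with pre-read for autofluorescence.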
FBPA coupling cs: counter-screen for Giardia aldolase inhibitors: coupling enzyme system. AID 2472. coupling enzyme system counterscreen, AmpLite Red fluorescence. hit rate 0.67% among 290,000. activity change, negative = inhibition, % at 58.2 µM, hits read low; in the data active = activity change below about -30%; note: % is set by controls: 0 for no effect and ±100 for the full control effect
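Counterscreen of the coupled detection system alone, without aldolase: glyceraldehyde-3-phosphate coupling enzymes plus AmpLite Red readout. Compounds at 57.5 uM final, 10 min RT preincubation, 20 min RT reaction, fluorescence 525/598 nm.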
* hit, by the source's call; ? = inconclusive; . = not tested or not shown; [ ] = dose if it differs, or a comment. Unless noted, calls come from the whole dose curve; as a rule, active = well fitted curve in the direction sought with a large enough effect; inconclusive = small, poorly fitted or top-dose-only effect, or another doubt; inactive = no such curve, though single readings can be large; an effect the other way counts as inactive or inconclusive.

SMILES	GALK inh	A-T KAP1 phos	KCNH2 3.1 inh	TRPV1 agonist	hERG WT inh	MLL CXXC-DNA inh	MBNL1-CUG inh	S-ASM inh	Integrin act MD	FBPA coupling cs
CCC(=O)c1ccccc1OCCN1CCN(Cc2ccccc2)CC1	2%	10%	?	0	-3	-12%	-4%	2%	-10%	1
COc1cc2c(cc1OC)[C@@H](NC(=O)Cc1ccc(F)cc1)[C@H](OCc1ccccc1)C2	.	0%[11.5 µM]	-131*	.	-16	.	.	10%	-7%	.
Cc1ccc(-n2[nH]c(=O)c(-c3ccccn3)c2C)cc1	3%	-4%	-1	-1	-6	-20%	4%	-1%	0%	0
CCOC(=O)CSc1nc(N2CCOCC2)c2c(c1C#N)CC(C)(C)N(C)C2	4%	-2%	-6	-3	6	1%	12%	9%	2%	-9
COc1ccccc1N=C1SCC(=O)N1c1ccccc1OC	.	-6%	-1	2	-3	-1%	19%	6%	-11%	0
C/C=C/C(=O)Nc1cccc(C2=NOC3(C2)C[C@@H](C(N)=O)N(C(=O)c2cc([N+](=O)[O-])cc([N+](=O)[O-])c2C)C3)c1 (stereo not given in full)	1%	-16%	-84*	-3	3	1%	?	-1%	5%	0
CC(NC(=O)C1CCN(C(=O)Nc2ccccc2)CC1)c1ccccc1Cl (stereo not given)	.	.	-1	1	-14	.	.	2%	0%	.
Cc1ccc(CNC(=O)C2CCC(CNS(=O)(=O)c3cccs3)CC2)cc1 (stereo not given)	7%	3%	6	1	11	15%	7%	0%[11.5 µM]	0%	1
Cc1cccc(C)c1OCC(=O)N(Cc1ccc(Cl)cc1)C1CCS(=O)(=O)C1 (stereo not given)	1%	1%	2	16	-4	-9%	-2%	1%	2%	-2
Oc1[nH]c2ccc(Br)cc2c1N=Nc1ccc(F)cc1	-2%	29%	0	-2	-2	?	9%	-6%	18%	-2
CCN(CC(=O)Nc1ccc(NC(C)=O)cc1)C(=O)c1c(-c2c(F)cccc2Cl)noc1C	-8%	-14%	15	8	12	-16%	0%	-2%	?	.
CCC(=O)NC(c1ccc(OC)cc1)c1cc(Cl)c2cccnc2c1O (stereo not given)	-1%	-1%	-31	84*	1	12%	-5%	-3%	-33%	-1
CCOC(=O)c1c(/N=C/C2=C(O)CC(C)(C)CC2=O)sc(C)c1C	0%	0%	-4	9	2	-7%	-9%	0%	11%	3
Cc1ccc(SCC(=O)OCC(=O)N(C)CC(=O)Nc2ccccc2Cl)cc1	.	16%	-16	1	-2	.	.	2%	13%	.
CCn1ccnc1CNC(=O)c1ccc2oc(C(C)C)nc2c1	-5%	18%	-7	-2	-2	-3%	0%	0%	-30%	.

Part of the list above in order of number of heavy atoms, ascending:
SMILES	GALK inh	A-T KAP1 phos	KCNH2 3.1 inh	TRPV1 agonist	hERG WT inh	MLL CXXC-DNA inh	MBNL1-CUG inh	S-ASM inh	Integrin act MD	FBPA coupling cs
Oc1[nH]c2ccc(Br)cc2c1N=Nc1ccc(F)cc1	-2%	29%	0	-2	-2	?	9%	-6%	18%	-2
CCOC(=O)c1c(/N=C/C2=C(O)CC(C)(C)CC2=O)sc(C)c1C	0%	0%	-4	9	2	-7%	-9%	0%	11%	3
CC(NC(=O)C1CCN(C(=O)Nc2ccccc2)CC1)c1ccccc1Cl (stereo not given)	.	.	-1	1	-14	.	.	2%	0%	.
COc1cc2c(cc1OC)[C@@H](NC(=O)Cc1ccc(F)cc1)[C@H](OCc1ccccc1)C2	.	0%[11.5 µM]	-131*	.	-16	.	.	10%	-7%	.

(next part)
SMILES	GALK inh	A-T KAP1 phos	KCNH2 3.1 inh	TRPV1 agonist	hERG WT inh	MLL CXXC-DNA inh	MBNL1-CUG inh	S-ASM inh	Integrin act MD	FBPA coupling cs
CCCCN(CCCC)CCCNC(=O)c1ccc2nc(-c3ccccc3NC(C)=O)c(=O)[nH]c2c1	-1%	-1%	7	0	.	2%	?	300%[activator]	-42%	0
O=C(NNC(=O)c1cccc(-n2cnnn2)c1)c1ccccc1	5%	1%	20	1	-3	14%	4%	7%	10%	-1
COc1ccc(C(OCC(O)CN2CCC(O)CC2)c2ccc(OC)cc2)cc1 (stereo not given)	17%	7%	-5	-2	32	-11%	-6%	0%	1%	0
O=S(=O)(c1cccs1)N1CCN(Cc2nc3ccccc3s2)CC1	-3%	6%	6	4	2	-1%	-5%	-1%	-28%	-4
COc1cccc(NC(=O)CSc2nnc(Cc3cccn3C)n2-c2ccc(F)cc2)c1	-1%	-12%	1	-1	0	4%	-3%	-1%	-9%	0
O=C(O)c1cccc(S(=O)(=O)NCC2COc3ccccc3O2)c1 (stereo not given)	.	-6%	3	.	1	.	.	10%	-5%	.
O=C(Cc1c(F)cccc1Cl)N1CCN(C(=O)c2ccco2)CC1	0%	9%	-14	1	4	9%	-9%	0%	21%	0
COc1cc(SC)ccc1C(=O)NCCOc1ccc(F)cc1	2%	0%	-14	13	-2	12%	.	0%	22%	1
COCCNC(=O)C(c1ccccc1C)N(CCOC)C(=O)Cn1nnc2ccccc21 (stereo not given)	0%	-5%	-21	1	-12	3%	-17%	0%	14%	2
O=C(COC(=O)c1ccccc1NC(=O)c1ccco1)NC1CC1	-1%	1%	1	5	-10	3%	3%	-1%	8%	2
COc1ccc(CC(=O)Nc2nnc(C(C)C)s2)cc1	-1%	1%	10	0	4	3%	5%	-2%	-7%	2
Cc1ccc(S(=O)(=O)N2CCN(C(=O)COC(=O)COc3ccc(Cl)c(C)c3)CC2)c(C)c1	.	.	-9	.	-5	.	.	5%	26%	.
COc1cc(NS(=O)(=O)c2c(C)oc3c(F)c(F)c(F)c(F)c23)cc(OC)c1OC	2%	7%	-9	-2	-78*	14%	-2%	-3%	-5%	.
COc1cc(/C=N/NC(=O)COc2c(C)cc([N+](=O)[O-])cc2C)ccc1OC(=O)c1ccccc1	3%	6%	7	-3	0	8%	2%	-5%	-8%	0
Cn1c(N)c(C(=O)Nc2ccc3ccccc3c2)sc1=S	2%	-2%	-2	-4	8	2%	-1%	1%	14%	5
CCN(CC)c1ccc(NC(=O)CSc2ccsc2[N+](=O)[O-])c(C)c1	0%	-11%	11	1	13	9%	.	-4%	-25%	-3
CCc1nn(C(C)C(=O)N2CC(C)CC(C)C2)c(=O)c2cc3occc3n12 (stereo not given)	-7%	-1%	31	5	11	5%	2%	-1%	-22%	.
COc1ccc(N2CCN(C(CNC(=O)C(=O)NCC3CCCO3)c3ccco3)CC2)cc1 (stereo not given)	-2%	-2%	17	6	23	1%	-10%	6%	14%	-4
O=C(Cn1nc(C(=O)O)c2ccccc2c1=O)Nc1cccc(S(=O)(=O)N2CCCCCC2)c1	.	-6%	-30	.	27	.	.	-4%	19%	.
CC(C)c1ccccc1NC(=S)NCc1nc2ccccc2[nH]1	9%	6%	-2	2	-5	0%	-6%	13%	10%	2
O=C(Nc1nc(-c2ccccc2)cs1)c1cccnc1	-1%	11%	-1	10	-3	7%	89%[activator]	-3%	27%	1
CCNC(=S)NNC(=O)CC(C)C	-1%	-8%	11	0	3	-10%	-5%	-3%	4%	9
O=C(C[n+]1ccccc1)N/N=C/c1ccc(C(=O)O)cc1	.	-17%	19	1	8	.	.	-3%	-36%[inhibitor]	.
O=C(c1ccccc1)c1ncc(C(F)(F)F)cc1Cl	0%	4%	4	-4	-5	-2%	-13%	-1%	-12%	-6
FC(F)(F)c1ccccc1NC1=NCCC1	10%	3%	0	1	-4	2%	-5%	-2%	28%	0
O=C(N/N=C\c1ccc([N+](=O)[O-])s1)C1COc2ccccc2O1 (stereo not given)	6%	8%	-14	9	-30	?	?	-9%	-17%	0
COc1cc(C(=O)OCC(=O)Nc2cc(C)on2)c([N+](=O)[O-])cc1OC	-3%	0%	-6	-6	0	4%	?	-1%	-5%	-23
COc1ccc(CNC(=O)C(OC(C)=O)c2ccccn2)cc1 (stereo not given)	-3%	7%	1	0	-27	-5%	1%	4%	9%	2
O=C(Nc1ccc(Cl)cc1C(=O)NCc1cccnc1)c1ccc(Cl)cc1Cl	-6%	6%	-33	0	-3	-18%	-5%	-1%	9%	-1
C/C=C(\C)CN1CCCC(N(C)CCc2ccc(OC)c(OC)c2)C1 (stereo not given)	-2%	0%	-2	7	14	7%	3%	7%	24%	2
O=C1CSC(c2ccccc2[N+](=O)[O-])N1c1ccc(O)cc1 (stereo not given)	1%	-6%	1	-6	-3	16%	?	-1%	25%	8
COc1ccc(OC)c(NC(=O)C2CCCN(S(=O)(=O)c3cccc4nonc34)C2)c1 (stereo not given)	3%	-9%	5	4	1	22%	4%	0%	3%	2
Cc1cc(/C=C(/C#N)C(=O)Nc2ccccc2)c(C)n1-c1cccnc1	-2%	5%	2	-5	5	3%	-3%	12%	3%	.
CC(C)c1ccccc1NCC(=O)N1CCN(Cc2ccccc2)CC1	-1%	-1%	7	?	3	-3%	-6%	3%	24%	-1
